MrgX1 antagonist: blocks BAM8-22 activation of human MrgX1 receptor; B-score at 10 µM; AID 588676; Q96LB2; MRGX1-HEK293 calcium flux, Fluo-4, BAM8-22 antagonism; active compounds read low; actives 1.3% (n = 310,000);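 active = calcium-response B-score plate-corrected more than 3 library SD below zero, starting fluorescence within 5 deviations, no agonist response on first addition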;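 note: peak minus trough fluorescence over baseline after final BAM8-22 challenge near maximal dose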
TRPC4 agonist: activators of mouse TRPC4 channel; B-score at 10 µM; HEK293 TRPC4beta/mu-opioid, Fluo4 calcium fluorescence; active compounds read high; Q9QUQ5; AID 2237; actives 0.49% (n = 310,000);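 active = B-score above 5 SD of library B-scores, and initial fluorescence ratio not above library mean plus 5 SD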;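 note: positive B-score marks a calcium rise read as TRPC4 activation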
Target sequence (Q9QUQ5 whole entry, looked up): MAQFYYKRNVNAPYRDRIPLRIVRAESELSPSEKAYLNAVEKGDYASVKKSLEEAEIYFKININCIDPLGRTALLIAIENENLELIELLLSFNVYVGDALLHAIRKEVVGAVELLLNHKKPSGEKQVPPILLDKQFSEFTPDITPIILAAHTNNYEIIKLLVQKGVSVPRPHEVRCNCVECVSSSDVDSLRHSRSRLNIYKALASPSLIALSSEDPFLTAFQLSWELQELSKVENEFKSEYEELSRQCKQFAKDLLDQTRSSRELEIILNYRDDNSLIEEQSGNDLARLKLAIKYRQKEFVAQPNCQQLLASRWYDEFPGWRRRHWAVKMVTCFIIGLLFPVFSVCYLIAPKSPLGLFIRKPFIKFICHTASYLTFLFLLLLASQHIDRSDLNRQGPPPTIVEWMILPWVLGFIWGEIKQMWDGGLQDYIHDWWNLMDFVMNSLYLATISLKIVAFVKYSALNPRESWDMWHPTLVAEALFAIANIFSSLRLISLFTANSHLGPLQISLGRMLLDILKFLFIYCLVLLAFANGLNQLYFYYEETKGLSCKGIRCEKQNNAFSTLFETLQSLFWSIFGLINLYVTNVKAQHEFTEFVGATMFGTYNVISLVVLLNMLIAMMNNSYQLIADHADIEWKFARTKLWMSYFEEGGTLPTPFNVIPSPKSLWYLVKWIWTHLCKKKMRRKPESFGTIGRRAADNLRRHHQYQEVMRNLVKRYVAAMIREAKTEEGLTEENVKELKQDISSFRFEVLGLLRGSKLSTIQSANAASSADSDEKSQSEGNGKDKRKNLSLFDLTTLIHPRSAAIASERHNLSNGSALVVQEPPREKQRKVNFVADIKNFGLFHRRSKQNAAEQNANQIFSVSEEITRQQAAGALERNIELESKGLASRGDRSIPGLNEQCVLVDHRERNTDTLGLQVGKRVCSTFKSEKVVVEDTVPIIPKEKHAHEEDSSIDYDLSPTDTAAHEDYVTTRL
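system = HEK293 cells stably co-expressing mouse TRPC4beta and mu-opioid receptor | schedule = Fluo4 dye loading 45 min at room temperature, 110 s recording | measure = B-scored integrated calcium fluorescence ratio | signal = Fluo4 calcium-sensitive dye fluorescence, kinetic, 1 Hz baseline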
PolyA inhibitor: inhibitors of polyadenylation in S. cerevisiae | calls only at 12 µM | S. cerevisiae SKY197-pL101 polyadenylation reporter, beta-gal luminescence; efflux-impaired pdr1/pdr3 knockout yeast; score 100 = 6 SD above DMSO | actives 0.02% (n = 300,000);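 active = lowest replicate activity score at least 50, where 100 means six control SD above control mean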;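 note: yeast exposed to compound for 9 h at 30 °C; higher score means more reporter readthrough which indicates perturbed polyadenylation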
TRPC4 potent: allosterically enhances the mouse TRPC4 cation channel; HEK293 TRPC4beta/mu-opioid, DAMGO EC20, Fluo-4 Ca2+ flux; active compounds read high; B-score at 10 µM; actives 0.42% (n = 310,000); AID 2227;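 active = B-score of calcium response area above 5 SD of library B-scores, with initial fluorescence ratio within 5 SD of library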;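 note: B-score of integrated fluorescence ratio over time as area under calcium response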
HIF act: HIF pathway transcriptional activation; U2OS HRE-luciferase reporter, luminescence; normalized: DMSO 0%, desferrioxamine 100%; activation, % at 7.5 µM (by protocol); actives 0.32% (n = 300,000); AID 1910;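 active = mean activation of at least 10% of the iron chelator positive control signal, with at least half of replicates also reaching 10%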
AI-2 QS modul: Vibrio harveyi AI-2 quorum sensing modulation | Vibrio harveyi JMH597 AI-2 luminescence/OD600 ratio, 9 h; active compounds read low; strain lacks LuxN and CqsS sensors; 0 = neutral-control median | activity change, % at 7.5 µM | actives 0.4% (n = 300,000) | AID 2094; in the data active = activity change below about -75%, passing the limit was not always enough;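 note: luminescence divided by OD600 gain over 9 h not by final OD600 alone; inactives centre near 13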
TRPC6 inhibitor: mouse TRPC6 channel inhibition; B-score at 10 µM; HEK293-TRPC6, membrane potential dye, ACh-evoked depolarization; active compounds read low; actives 1.1% (n = 310,000); AID 2553;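 active = B-score under library mean minus 3 SD, initial fluorescence not abnormally high, positive integrated signal ratio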;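 note: B-score derived from integrated fluorescence ratio over the kinetic read; more negative B-score means stronger inhibition of depolarization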
MrgX1 ag: agonists of human MrgX1 receptor | Q96LB2 | MrgX1-HEK293 cells, Fluo-4 calcium fluorescence, agonist mode; active compounds read high | B-score at 10 µM | actives 0.44% (n = 310,000) | AID 588627;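 active = calcium response B-score plate-corrected fluorescence ratio at least 3 library SD, with starting fluorescence B-score inside 5 SD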
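Assay system: stable human MrgX1 HEK293 cell line. Quantity: 15,000 cells per well. Schedule: cells plated overnight, dye loaded 0.5 h 37 °C, 0.5 h room temperature. Detection: Fluo-4 NW calcium-flux fluorescence, kinetic read. Read-out basis: peak-minus-minimum fluorescence over baseline, converted to B scores. Control set: positive and negative control wells on each plate.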
MrgX1 PAM: human MrgX1 positive allosteric modulation, primary screen. B-score at 10 µM. MrgX1-HEK293, Fluo-4 calcium flux, FDSS; active compounds read high. actives 0.63% (n = 310,000). AID 588675;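 active = plate-corrected calcium response at least 3 library SD above typical, normal starting fluorescence, not activating the receptor alone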;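 note: compound read alongside a low EC10 to EC30 dose of BAM8-22 agonist; peak minus trough fluorescence over baseline measured at the second addition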
TRPC4 inh: inhibitors of mouse TRPC4 channel; AID 2247; B-score at 10 µM; HEK293 TRPC4beta/mu-opioid, DAMGO-evoked Fluo4 calcium flux; active compounds read low; actives 0.39% (n = 300,000);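 active = B-score over 3 SD under the library average, no early fluorescence shift, positive overall ratio signal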
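Material: HEK293 cells with stable TRPC4beta plus mu-opioid receptor expression; probe or stimulus: DAMGO in two steps, submaximal then maximal; technique: Fluo4 calcium fluorescence by kinetic imaging, 5 s 1 Hz baseline; measure: integrated fluorescence ratio relative to baseline, converted to per-well B score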
TRPC6 act: activates the mouse TRPC6 cation channel | Q61143 | HEK293-TRPC6 membrane potential dye fluorescence; active compounds read high | B-score at 10 µM | actives 0.13% (n = 310,000) | AID 2550;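 active = B-score of the integrated fluorescence ratio above library mean plus 3 SD, and starting fluorescence ratio within library mean plus 5 SD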;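 note: higher score means more depolarization so channel activation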
* hit, by the source's call; i = inactive; x = no result given. An excerpt. The share of hits here may be higher or lower than overall.

SMILES	MrgX1 antagonist	TRPC4 agonist	PolyA inhibitor	TRPC4 potent	HIF act	AI-2 QS modul	TRPC6 inhibitor	MrgX1 ag	MrgX1 PAM	TRPC4 inh	TRPC6 act
O=C(CCC(F)(F)F)N1CCC(CO)(CCc2ccccc2)CC1	i	i	i	i	1.3	11	i	i	i	i	i
Fc1ccc(NC(=S)N2N=CCC2c2ccccc2)cc1 (stereo not drawn)	i	i	i	i	1.3	21	i	i	i	i	i
C/C(=N\NC(=O)c1c[nH]c2ccccc12)c1ccc(C)o1	i	i	i	i	0.5	19	i	i	i	i	i
CCCN(CCC)C1=N/C(=C\c2ccco2)C(=O)N1c1ccccc1	i	i	i	i	-0.3	21	i	i	6.9*	i	i
O=C1NC2=C(C(=O)CCC2)C(c2cccc([N+](=O)[O-])c2)N1 (stereo not drawn)	x	i	i	i	0.9	15	i	x	x	i	i
CC[C@@]12C(=O)N(c3ccc(C)cc3)C(=O)N1[C@H](c1cccc(C)c1)[C@@H]1C(=O)N(Cc3ccccc3)C(=O)[C@@H]12	i	i	i	i	0.6	27	i	i	i	i	i
CCOc1ccc(NC(=O)NNC(=O)C(C)Oc2ccccc2OC)cc1 (stereo not drawn)	i	i	i	i	-0.5	1	i	i	i	i	i
O=C(NC1CCCCC1)C1CCN(S(=O)(=O)c2cccs2)CC1	i	i	i	i	1.8	28	i	i	i	i	i
CN(CC(=O)c1c(N)n(C)c(=O)n(C)c1=O)c1ccccc1	-5.8*	i	i	i	0.1	12	i	i	i	i	i
CCO[C@H]1OC(C(=O)Nc2ccccc2)=C[C@@H](c2ccc(C(F)(F)F)cc2)[C@@H]1CCCO	i	i	i	i	0.0	4	i	i	i	i	i
CCOc1cc(C=O)ccc1OCC(=O)NC(C)(C)C	i	i	i	i	-0.3	15	i	i	i	i	i
CSCCC1COC(c2cccs2)=N1 (stereo not drawn)	i	i	i	i	0.3	14	i	i	i	i	i
O=C(CCC1CCCN(C(=O)C2(c3ccccc3)CC2)C1)N1CCN(c2ccccn2)CC1 (stereo not drawn)	i	i	i	i	0.1	14	i	i	i	i	i
COC(=O)c1ccccc1NC(=O)c1cc([N+](=O)[O-])nn1Cc1ccccc1	i	i	i	i	-0.2	9	i	i	i	i	i
CCOC(=O)N1CCC(NC(=O)CN2C(=O)C(CC)Oc3ccc(C)cc32)CC1 (stereo not drawn)	i	i	i	i	0.4	40	i	i	i	i	i
Cc1ccc2oc(=O)c3cc(C(=O)NCCCN4CCN(C)CC4)sc3c2c1	i	i	x	i	0.0	11	i	i	i	i	i
COc1ccccc1NC(=O)Nc1ccccc1SC	i	i	i	i	-0.3	12	i	i	i	i	i
O=C(CCc1ccccc1)Nc1nn[nH]n1	i	i	i	i	3.4	12	i	i	i	i	i
CCOC(=O)Cc1csc(/N=C/c2c(O)n(-c3ccc(C)c(C)c3)c(=O)c3ccccc23)n1	i	i	i	i	-2.1	9	i	i	i	i	i
C=CCN=C(NC#N)SC	i	i	i	i	1.5	-1	i	i	i	i	i
CCSCc1nc(N)nc(NCCc2ccccc2)n1	i	i	i	i	1.8	18	i	i	i	i	i
COc1ccc(NC(=O)CSc2nc3ccc(OC)cc3[nH]2)cc1	i	i	i	i	-0.1	-44	i	i	i	i	i
Cc1cccc(-n2c(C)cc(/C=C3/C(=N)N4C(c5ccccc5)=CSC4=NC3=O)c2C)c1	i	i	i	i	0.3	21	i	i	i	i	i
Cc1noc(NS(=O)(=O)c2ccc(N3C(=O)c4ccccc4C3=O)cc2)c1C	i	i	i	i	0.1	8	i	i	i	i	i
COc1cc(OC)c(NS(=O)(=O)c2c(C(=O)N3CCCCC3)c(C)n(C)c2C)cc1Cl	i	i	i	i	0.1	1	i	i	i	i	i
COc1ccccc1Nc1nc(N)nc(CN2CCN(c3ccccc3)CC2)n1	i	i	i	i	0.6	27	i	i	i	i	i
C=CCc1cc(C)ccc1OCCCC(C(=O)OCC)C(=O)OCC	i	i	i	i	-0.2	11	i	i	i	i	i
c1cc(CNC2C3CC4CC(C3)CC2C4)ccn1 (stereo not drawn)	i	i	i	i	0.2	12	i	i	i	i	i
CCCC(C)C(=O)Nc1ccc(Cl)cc1Cl (stereo not drawn)	i	i	i	i	0.2	14	i	i	i	i	i
CCCn1c(SCC(=O)N2c3ccccc3CCc3ccccc32)nc2c1c(=O)n(C)c(=O)n2C	i	i	i	i	-0.2	11	i	i	i	i	i
CC(CN1CCOCC1)C(=O)O (stereo not drawn)	i	i	i	i	0.0	7	i	i	i	i	i
CC(=O)N1N=C(c2c(-c3ccccc3)c3cc(Br)ccc3[nH]c2=O)CC1c1ccco1 (stereo not drawn)	i	i	i	i	0.3	37	i	i	i	i	i
CCOC(=O)N1CCC(NC(=O)c2ccc3nc4ccccc4c(=O)n3c2)CC1	x	i	i	i	3.0	12	i	x	x	i	i
COc1cc(/C=C(\C#N)c2nc(-c3cc4ccccc4oc3=O)cs2)ccc1O	-9.2*	i	i	i	-0.7	-4	i	i	i	i	i
COc1ccc(CC(=O)OCC(=O)Nc2ccc3c(c2)OCO3)cc1OC	i	i	i	i	-0.2	-9	i	i	i	i	i
NS(=O)(=O)c1ccc(Nc2ncccc2[N+](=O)[O-])cc1	i	i	i	i	0.2	16	i	i	i	i	i
Cc1cc(C(=O)OCC(=O)Nc2ccc(F)c(F)c2)c(C)o1	i	i	i	i	0.2	-94*	i	i	i	i	i
Cc1ccc(-c2ccc(=O)n(CC(=O)N3CCN(c4cc(Cl)ccc4C)CC3)n2)cc1	i	i	i	i	-0.2	12	i	i	i	i	i
Cc1ccc(Cc2cnc(NC(=O)/C(C#N)=C/c3ccc(-c4cccc([N+](=O)[O-])c4)o3)s2)cc1	i	i	i	i	0.8	-13	i	i	i	i	i
COc1ccc(C(C(=O)NCC2CCCO2)N(Cc2cccs2)C(=O)c2snc(C(N)=O)c2N)cc1OC (stereo not drawn)	i	i	i	i	0.0	33	i	i	i	i	i
COC(=O)[C@H](CC(C)C)NC(=O)Nc1cccc(Br)c1	i	i	i	i	-0.4	21	i	i	i	i	i
COc1ccc(C)cc1NC(=S)N1CCOCC1	i	i	i	i	-0.3	16	i	i	i	i	i
Cn1c(=O)c2c(ncn2CC(=O)OCc2ccccc2)n(C)c1=O	i	i	i	i	0.0	19	i	i	i	i	i
CC(C)(C)OC(=O)N1Cc2cc3ccccc3nc2C1CO (stereo not drawn)	i	i	i	i	-0.9	23	i	i	i	i	i
COc1cccc(CN(C)CC(=O)Nc2ccccc2C(C)C)c1	i	i	i	i	-0.3	19	i	i	i	i	i
CCC(=O)c1ccccc1OCCN1CCN(Cc2ccccc2)CC1	i	i	i	i	-0.2	13	i	i	i	i	i
CC1CCN(C(=O)CCN2C(=O)C3C4C=CC(C4)C3C2=O)CC1 (stereo not drawn)	i	i	i	i	-0.5	3	i	i	i	i	i
COc1cc(NC(=O)CN2C(=O)NC(C)(CCC(C)C)C2=O)cc(OC)c1 (stereo not drawn)	i	i	i	i	1.7	20	i	i	i	i	i

Two compounds drawn at random from the list so far, as already listed:
SMILES	MrgX1 antagonist	TRPC4 agonist	PolyA inhibitor	TRPC4 potent	HIF act	AI-2 QS modul	TRPC6 inhibitor	MrgX1 ag	MrgX1 PAM	TRPC4 inh	TRPC6 act
Cc1ccc(-c2ccc(=O)n(CC(=O)N3CCN(c4cc(Cl)ccc4C)CC3)n2)cc1	i	i	i	i	-0.2	12	i	i	i	i	i
COc1cc(NC(=O)CN2C(=O)NC(C)(CCC(C)C)C2=O)cc(OC)c1 (stereo not drawn)	i	i	i	i	1.7	20	i	i	i	i	i

The list continues.
SMILES	MrgX1 antagonist	TRPC4 agonist	PolyA inhibitor	TRPC4 potent	HIF act	AI-2 QS modul	TRPC6 inhibitor	MrgX1 ag	MrgX1 PAM	TRPC4 inh	TRPC6 act
COc1ccc(NC(=O)CSc2nc(O)cc(=O)n2-c2ccccc2OC)cc1	i	i	i	i	0.0	57	i	i	i	i	i
Cc1cccc(-n2c(SC(C)C(=O)O)nc3sc4c(c3c2=O)CCCC4)c1 (stereo not drawn)	i	i	i	i	-1.6	13	i	i	i	i	i
CCOc1ccc(S(=O)(=O)N2CCCC(C(=O)NCc3ccncc3)C2)cc1 (stereo not drawn)	i	i	i	i	0.1	20	i	i	i	i	i
COc1ccc(CCC(C)Nc2ccc(F)cc2)cc1 (stereo not drawn)	i	i	i	i	0.1	-6	i	i	i	i	i
COc1ccccc1OCc1nnc(SCC(=O)c2cc(Cl)ccc2OC)o1	i	i	i	i	-0.5	17	i	i	i	i	i
O=C(N/N=C/c1cccnc1)c1cccc(NC(=O)c2ccc(Cl)cc2)c1	i	i	i	i	0.0	25	i	i	i	i	i
CCCSCCCNC(=O)c1cc2c(s1)CS(=O)(=O)C2	i	i	i	i	-0.4	29	i	i	i	i	i
CCC1(C)Cc2ccccc2-c2nc(SC)[nH]c(=O)c21 (stereo not drawn)	i	i	i	i	-4.2	5	i	i	i	i	i
CC(CC(=O)O)CC(=O)Nc1ccccc1C(=O)O (stereo not drawn)	i	i	i	i	-0.3	28	i	i	i	i	i
Cc1ccc(C)c(Cn2nnc3c(=O)[nH]c(C(=O)Nc4ccc(F)cc4)nc32)c1	i	i	i	i	0.0	17	i	i	i	i	i
CCN1CCN(C(c2cccs2)C(C)NC(=S)Nc2cc(C)ccc2C)CC1 (stereo not drawn)	i	i	i	i	-0.1	2	i	i	i	i	i
COC(=O)CNC(=O)CCc1nnc(C2(c3ccc(Cl)cc3)CCC2)o1	i	i	i	i	1.3	16	i	i	i	i	i
COCCNC(=O)c1cnn2c(C(F)(F)F)cc(-c3ccc4c(c3)OCO4)nc12	i	i	i	i	-0.8	12	i	i	i	i	i
COC(=O)c1cc2n(n1)CCN(Cc1ccccc1Cl)C2=O	i	i	i	i	-0.2	13	i	i	i	i	i
Cc1cccc(NC(=O)c2cccc(S(=O)(=O)NCc3ccccc3)c2)n1	i	i	i	i	-0.1	20	i	i	i	i	i
CC1(C)CC(NC(=O)COc2ccccc2Cl)CC(C)(C)N1	i	i	i	i	0.0	22	i	i	i	i	i
CCC(C)NC(=O)C1c2ccccc2C(=O)N1Cc1ccccc1OC (stereo not drawn)	i	i	i	i	-0.3	13	i	i	i	i	i
